# From PubChem BioAssay
# TDP-43 yeast inh – TDP-43 toxicity inhibition in yeast. Potency, µM (highest dose often 46.1 µM), without a hit: at the top dose growth rescue (activation), most hits filed as activators. TDP-43 expressing yeast growth rescue, BacTiter-Glo, 24 h. hit rate 1.8% among 410,000. AID 652104; further: potency means the concentration at half of the fitted maximal effect; % of control where 0% means no effect; nearly all actives have a fitted effect of over 50% in size
#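 In this qHTS, compounds that restore growth of yeast expressing TDP-43 appear as activators. Cells (OD600=0.02, galactose medium, raffinose-pregrown) are incubated with compound 24 hr at 30 deg C and growth is quantified by BacTiter-Glo.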
# DRD3 antagonist – blocks the human D3 dopamine receptor. P35462. D3R cells, DiscoveRx beta-arrestin luminescence, antagonist mode; stronger effect = lower value. max response, negative = inhibition, %. hit rate 2.5% among 360,000; in the data active means max response below about -50%; inconclusive means no clear call, values can overlap the other calls; further: on the % scale 0 is the no-effect control and ±100 the full control effect; mostly tested at two doses, the higher about 12 µM
#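 Cells expressing the human receptor were seeded at 1500 cells/well, incubated overnight at 37 degrees C in 5% CO2, then exposed to library compounds with dopamine controls for 90 minutes at 37 degrees C before luminescent detection.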
# EPAC2 antag – EPAC2 (human) antagonism; Q8WZA2; EPAC2 GEF exchange of Rap1B-BODIPY-GDP, fluorescence; Potency, µM (top dose mostly 114 µM), without a hit: at the highest dose activity, negative = inhibition, most hits filed as inhibitors; hit rate 0.18% among 360,000; AID 720708; further: potency means the concentration at half of the fitted maximal effect; on the % scale 0 is the no-effect control and ±100 the full control effect; nearly all actives have a fitted effect of over 45% in size; many of its hits are not listed in these tables
# Target sequence (Q8WZA2 whole entry, looked up): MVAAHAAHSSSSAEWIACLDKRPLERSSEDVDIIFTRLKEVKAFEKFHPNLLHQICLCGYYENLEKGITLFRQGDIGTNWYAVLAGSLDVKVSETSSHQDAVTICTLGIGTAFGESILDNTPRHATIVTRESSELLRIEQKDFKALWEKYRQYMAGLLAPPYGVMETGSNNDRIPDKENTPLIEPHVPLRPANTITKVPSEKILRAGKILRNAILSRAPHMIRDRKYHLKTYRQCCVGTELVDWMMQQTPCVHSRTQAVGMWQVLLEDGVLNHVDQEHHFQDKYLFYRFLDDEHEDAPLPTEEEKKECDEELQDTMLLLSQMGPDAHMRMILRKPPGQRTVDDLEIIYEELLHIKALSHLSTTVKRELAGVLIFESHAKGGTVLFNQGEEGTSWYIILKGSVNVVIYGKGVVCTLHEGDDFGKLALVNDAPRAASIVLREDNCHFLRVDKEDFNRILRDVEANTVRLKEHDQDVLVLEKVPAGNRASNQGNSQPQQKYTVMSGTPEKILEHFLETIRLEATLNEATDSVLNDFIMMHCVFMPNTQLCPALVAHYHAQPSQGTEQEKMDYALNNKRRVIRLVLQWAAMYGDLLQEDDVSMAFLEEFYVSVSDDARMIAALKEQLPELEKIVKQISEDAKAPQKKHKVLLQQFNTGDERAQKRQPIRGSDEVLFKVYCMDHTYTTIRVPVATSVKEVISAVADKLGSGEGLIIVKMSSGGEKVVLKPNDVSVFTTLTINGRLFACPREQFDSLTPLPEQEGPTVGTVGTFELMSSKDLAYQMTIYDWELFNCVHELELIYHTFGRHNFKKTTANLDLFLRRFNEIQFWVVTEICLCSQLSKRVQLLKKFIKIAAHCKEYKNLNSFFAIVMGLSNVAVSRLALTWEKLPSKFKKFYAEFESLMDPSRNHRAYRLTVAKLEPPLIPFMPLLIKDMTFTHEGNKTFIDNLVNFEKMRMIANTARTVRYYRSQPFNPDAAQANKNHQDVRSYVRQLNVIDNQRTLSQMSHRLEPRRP
# FUS yeast rescue – rescues growth of FUS-expressing yeast; S. cerevisiae FUS-expressing, growth rescue, OD600, 24 h; Potency, µM (top dose mostly 76.6 µM), for inactives: top-dose growth rescue (activation), hits mostly activators; hit rate 0.24% among 390,000;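 further: potency means the concentration at half of the fitted maximal effect; plate controls were DMSO vehicle for no effect and reference control for full effect; nearly all actives have a fitted effect of over 55% in size; some results filed as inactive show a strong effect at the top dose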
#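 Restored growth of FUS-toxic S. cerevisiae, read as 600 nm absorbance after 24 h at 30C in galactose medium (starting OD 0.005). Controls CP55940 and DMSO.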
# EPAC2 agonist – EPAC2 (human) agonism. Q8WZA2. EPAC2 activation, biochemical qHTS; response scale: 100% = 6.5 mM cAMP response. Potency, µM (titrated, usually from 154 µM), without a hit: at the highest dose activation, hits mostly activators. hit rate 0.079% among 360,000. AID 720711; further: potency means the concentration at half of the fitted maximal effect; nearly all actives have a fitted effect of over 50% in size
#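 Nucleotide exchange monitored as fluorescence drop when BODIPY-GDP leaves Rap1B. Reaction: 100 nM EPAC2, 250 nM RAP1B-BODIPY-GDP, 50 uM GDP, room temperature, kinetic read over 30 min. Activity expressed relative to 6.5 mM cAMP.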
# D3 ag – activates the human D3 dopamine receptor; P35462; D3R DiscoveRx beta-arrestin cells, luminescence, 90 min; max activation, %; hit rate 0.58% among 410,000; in the data active means max activation above about 30%; further: 0% is about no effect; mostly tested at two doses, the higher about 12 µM
#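 Cells at 1500/well, incubated overnight, then treated with pinned compounds (dopamine as control) for 90 min at 37 degrees C. DiscoveRx reagent added for 30 - 60 minutes at room temperature; luminescence read.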
# aSyn yeast inh – alpha-synuclein toxicity inhibition in yeast; Yeast expressing alpha-synuclein, growth rescue, BacTiter-Glo, 24 h; Potency, µM (titrated, usually from 46.1 µM), inactives show top-dose growth rescue (activation), hits mostly activators; hit rate 0.14% among 370,000; AID 652106; further: potency means the concentration at half of the fitted maximal effect; % of control where 0% means no effect; nearly all actives have a fitted effect of over 65% in size
#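 Readout is rescue of growth in alpha-synuclein-expressing yeast, so inhibitors of toxicity appear as activators. Growth after 24 hr at 30 deg C in galactose medium is quantified by luminescence.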
# Abeta yeast res – A-beta toxicity reversal in yeast; yeast expressing A-beta42, growth rescue, OD600, 48 h; response scale: 0% DMSO, 100% iron-clioquinol control; Potency, µM (top dose mostly 46.1 µM), for the others: at the highest dose growth rescue, actives largely listed as activators; hit rate 0.063% among 410,000; further: potency means the concentration at half of the fitted maximal effect; nearly all actives have a fitted effect of over 55% in size
#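 Yeast A-beta toxicity model in growth medium with pinned compounds, 48 h at 30 C; growth read as absorbance at 600 nm. Normalized to FeCl3/clioquinol equimolar mix (positive) and DMSO (negative).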
# * = called active by the depositor; ? = inconclusive; . = no result given; [ ] = remark or other dose. Unless noted, the call rests on the fitted dose curve; in most records, active means well fitted curve in the direction sought with a large enough effect; inconclusive means small, poorly fitted or top-dose-only effect, or another doubt; inactive means no such curve, though single readings can be large; an effect the other way counts as inactive or inconclusive.
SMILES,TDP-43 yeast inh,DRD3 antagonist,EPAC2 antag,FUS yeast rescue,EPAC2 agonist,D3 ag,aSyn yeast inh,Abeta yeast res
COc1ccc(/C=C/CN2CCCC(CO)(Cc3cccc(Cl)c3)C2)cc1 (stereo not given),4%,-60*,-9%,9%,1%,-17,0%,3%
Cn1ccc2c(OCC(=O)NCc3ccc(F)cc3)cccc2c1=O,?,.,.,8%,.,3,.,-17%
Cc1nc2c(ccc3nc(NC(=O)Cc4ccccc4)sc32)s1,?,2,-11%,9%,23%,0,2%,?
CCN(C(=O)CSc1nc2cc(C(=O)O)ccc2c(=O)n1-c1ccccc1F)C1CCS(=O)(=O)C1 (stereo not given),25%,-24,8%,.,0%,-8,4%,10%
CCCS(=O)(=O)NC(=O)C1(C)CCCN(C(=O)c2ccc(OC)cc2)C1 (stereo not given),7%,8,2%,-24%,4%,4,9%,-4%
Cc1cccc(N2CCN(C(=O)C3CCC(CNS(=O)(=O)c4cccs4)CC3)CC2)c1C (stereo not given),28%,2,-18%,12%,4%,13,2%,21%
Cc1ccc(S(=O)(=O)N2CCC(C(=O)NCCN3CCOCC3)CC2)cc1,6%,1,-7%,-19%,-1%,0,0%,8%
COC(=O)c1cccc(C(=O)N2CCCC(C(=O)c3cc(F)ccc3F)C2)c1 (stereo not given),22%,40,-5%,13%,8%,1,4%,15%
COc1ccccc1NC(=O)C1=C(C)Nc2nc(SCc3ccccc3)nn2C1c1ccccn1 (stereo not given),14%,.,.,5%,.,-6,.,-4%
S=c1[nH]nc(COc2ccccc2)n1/N=C/C(Cl)=C/c1ccccc1,?,-16,-3%,-2%,11%,-5,4%,-13%
Cc1cccc(NC(=O)c2ccc3[nH]c(=O)c(=O)[nH]c3c2)n1,5%,-15,2%,0%,5%,-10,-5%,.
C#CCN(C[C@H]1[C@H](OC(=O)NCc2ccc(OC)c(OC)c2)[C@H](OC(=O)NCc2ccc(OC)c(OC)c2)C[C@@H](C(=O)OC)[C@H]1C(=O)OC)S(=O)(=O)c1ccc(C)cc1,24%,6,-5%,?,2%,-7,-3%,-3%
COC(=O)c1cc(NS(=O)(=O)c2ccc(N3CCCCCC3)c([N+](=O)[O-])c2)cc(C(=O)OC)c1,-8%,-20,-8%,17%,0%[15.6 µM],-5,1%,2%
CCOC(=O)C(C)NC(=O)c1cn(-c2ccc(OC)cc2)c(=O)c2ccccc12 (stereo not given),-5%,-23,9%,-7%,1%,-2,8%,3%
Cc1cccc(NC(=O)CSc2ncc(-c3ccccc3)[nH]2)c1C,7%,.,.,11%,.,-3,.,-8%
Cc1ccc(NS(=O)(=O)c2ccc(NC(=O)c3cccc(NC(=O)C(C)C)c3)cc2)cc1,11%,19,-3%,2%,-1%,7,-1%,14%
CC(C)Cc1cc(C(=O)NCCc2ccccc2)no1,25%,3,-7%,-8%,8%,-2,16%,6%
CCOc1ccccc1NS(=O)(=O)c1c(C(=O)OC)sc2cccc(F)c12,4%,.,.,19%,.,2,.,-5%
Cc1cc(NC(=O)c2cccnc2)cc(-c2nc3cc(Cl)ccc3o2)c1O,-8%,.,.,-7%,.,-10,-7%,-29%
Cc1nc(NC(=O)/C=C/c2ccc(F)cc2)sc1C(=O)N(C)C,11%,14,16%,8%,0%,-1,0%,5%

# Three of the compounds above, with each value named.
SMILES: Cn1ccc2c(OCC(=O)NCc3ccc(F)cc3)cccc2c1=O
  TDP-43 yeast inh = ?	DRD3 antagonist = .	EPAC2 antag = .	FUS yeast rescue = 8%	EPAC2 agonist = .	D3 ag = 3	aSyn yeast inh = .	Abeta yeast res = -17%
SMILES: Cc1nc2c(ccc3nc(NC(=O)Cc4ccccc4)sc32)s1
  TDP-43 yeast inh = ?	DRD3 antagonist = 2	EPAC2 antag = -11%	FUS yeast rescue = 9%	EPAC2 agonist = 23%	D3 ag = 0	aSyn yeast inh = 2%	Abeta yeast res = ?
SMILES: CCN(C(=O)CSc1nc2cc(C(=O)O)ccc2c(=O)n1-c1ccccc1F)C1CCS(=O)(=O)C1 (stereo not given)
  TDP-43 yeast inh = 25%	DRD3 antagonist = -24	EPAC2 antag = 8%	FUS yeast rescue = .	EPAC2 agonist = 0%	D3 ag = -8	aSyn yeast inh = 4%	Abeta yeast res = 10%

# New compounds follow:
SMILES,TDP-43 yeast inh,DRD3 antagonist,EPAC2 antag,FUS yeast rescue,EPAC2 agonist,D3 ag,aSyn yeast inh,Abeta yeast res
Oc1c(CN2CCCC2)cc(COCc2ccccc2)c2cccnc12,.,.,2%,18%,5%,.,.,-23%
Cc1ccc2nc(-c3ccsc3)c(NC3CCCC3)n2c1,0%,4,-9%,23%,1%,7,-7%,-4%
CCCCCCn1c(COc2ccccc2F)nnc1SCC(=O)N1c2ccccc2NC(=O)C1(C)C,-9%,-7,-14%,?,-5%,-22,-1%,-6%
CC(=O)Nc1ccc(NC(=O)Cn2cnc(S(=O)(=O)N3CCOCC3)c2)cc1,-24%,-2,10%,7%,-3%,-14,-2%,3%
CC1(C(=O)O)CCC(C(=O)NNC(=O)c2ccccc2Cl)C1(C)C (stereo not given),-3%,3,-1%,-2%,5%,3,3%,11%
COc1ccc(S(=O)(=O)N2CCC[C@H]2C(=O)N2CCC[C@H]2C(=O)N(C)Cc2ccccc2)cc1C,15%,4,10%,7%,0%,-1,-5%,-3%
N=c1c2ccccc2nc2n1CCCCCCC2,21%,16,11%,0%,-3%,6,2%,5%
Cc1ccc(C(=O)NCC2CCCO2)cc1N1CCCC1=O (stereo not given),1%,2,12%,-16%,2%,-8,-2%,9%
COc1ccc(CCNC(=O)C(=O)c2c(C)n(C)c3ccccc23)cc1OC,17%,7,5%,0%,-2%,5,0%,-3%
CCCC(=O)N(C)c1nnc(-c2ccc(OC)cc2)s1,12%,-2,-12%,-1%,4%,-1,8%,1%
C=CCOc1ccc(C2=NO[C@@H]3[C@@H]4C[C@@H]([C@H]5C(=O)N(C)C(=O)[C@@H]45)[C@H]23)cc1,19%,3,0%,15%,12%,5,2%,8%
CC(CN(C)Cc1ccccc1)OC(=O)c1ccccc1F (stereo not given),12%,-10,5%,.,13%,-4,2%,10%
COc1cccc(CC2(CO)CCCN(C/C=C/c3ccccc3OC)C2)c1 (stereo not given),21%,-82*,-18%,2%,5%,-5,0%,9%
Cc1ccc(OCc2nc3ccccc3n2C(C(=O)NC(C)(C)C)c2ccccc2)cc1 (stereo not given),7%,-2,?,-6%,0%,-1,2%,18%
COc1ccc(Cl)cc1NS(=O)(=O)c1cccc2cccnc12,11%,-20,-16%,13%,0%,-3,15%,-5%
COc1ccc(Cl)cc1C(=O)NNC(=O)C1COc2ccccc2O1 (stereo not given),12%,12,-3%,2%,2%,0,1%,2%
CC(C)(C)OC(=O)N1CCC(c2c(C(=O)NCC3CCN(C4CCCC4)C3)cnn2-c2ccccc2Cl)CC1 (stereo not given),14%,1,4%,24%,-6%,-1,-1%,0%
Cc1cccc(N=C2NC(=O)/C(=C/C=C/c3ccco3)S2)c1,3%,-23,-3%,.,-12%,-16,4%,2%
COc1nn(C(C)C(=O)N2N=C(C(F)F)CC2(O)C(F)F)cc1[N+](=O)[O-] (stereo not given),0%,24,6%,15%,-8%,2,2%,15%
CCn1cc(/C=C(\NC(=O)c2cc(OC)c(OC)c(OC)c2)C(=O)NCCN2CCOCC2)c2ccccc21,6%,18,8%,14%,-2%,6,-1%,12%
CN(C)c1ccc(N/C=C/C(=O)c2ccco2)cc1,29%,?,5%,37%,-3%,-1,12%,-5%
CCOc1ccc(NC(=O)CCC(=O)N/N=C(\C)c2cccs2)cc1,-6%,14,11%,6%,-5%,0,3%,-1%
CSc1nnc2c(n1)OC(c1cn(C)c3ccccc13)N(C(C)=O)c1ccccc1-2 (stereo not given),-8%,-6,27%,20%,4%,1,0%,0%
COc1ccc(C(C#N)N2N=C(C)CC2c2ccccc2)cc1 (stereo not given),-7%,0,?,-4%,7%,9,6%,-1%
CN(C)C1CN(Cc2cn(Cc3ccccc3)nn2)S(=O)(=O)C1 (stereo not given),7%,?,6%,-14%,16%,-2,-1%,-17%
CCOc1cc(/C=N/NC(=O)C(=O)NCC2CCCO2)ccc1OCC(=O)N1CCOCC1 (stereo not given),10%,6,7%,-1%,7%,14,-3%,6%
CCOC(=O)C1=C(C)N(c2ccccc2)C(=O)/C1=C\c1ccco1,0%,-4,-16%,.,13%,2,0%,8%
CCNC(=O)C1(C)CCN(C(=O)c2cccnc2SC)C1 (stereo not given),15%,18,7%,-11%,5%,6,6%,-7%
Cc1nn2cc(-c3ccc(Cl)cc3)nc2s1,?,26,10%[57.1 µM],12%,-5%,1,-3%,1%
CCN(Cc1cc2cccc(C)c2[nH]c1=O)C(=O)c1ccccc1OC,-11%,45,0%,8%,6%,-1,-3%,5%
CCn1c(-c2csc(-c3ccc(Cl)cc3)n2)n[nH]c1=S,-3%,1,4%,-27%,-4%,-8,-4%,-8%
CN(CC(=O)Nc1ccc(N2CCOCC2)cc1)C(=O)c1cc(S(=O)(=O)N(C)C)ccc1Cl,-10%,-8,0%,.,7%,-8,-4%,-16%
Cc1ccccc1/C=C/C(=O)NCC(=O)N1CCC(N(C)C2CCCCC2C)CC1 (stereo not given),-13%,-8,9%,-16%,8%,6,-1%,-7%
COc1cc(C(N)=O)cc(Cl)c1OC,-5%,5,0%,-3%,4%,2,3%,-14%
O=C(NC1CC1)C1CCN(C2CCN(C(=O)/C=C/c3cccc(F)c3F)CC2)CC1,.,-12,3%,12%,4%,3,-5%,5%
CCOC(=O)c1cccc(-c2c(-c3ccccc3)ncc3cc(OC)c(OC)cc23)c1,?,0,?,39%,4%,9,-23%,-8%
O=C1CC(c2ccccc2)NC(=S)N1 (stereo not given),6%,-27,8%,-56%,11%,-3,1%,1%
COC(=O)c1ccc(COc2cc(O)c3c(c2)OC(C)(C)CC3=O)cc1,1%,-15,-4%,19%,6%,1,-2%,-4%
Cc1cc(O)c(C(C)C)cc1N=Cc1ccccc1[N+](=O)[O-],7%,-26,-5%,-13%,8%,-12,4%,11%
CCN(CCCNc1cc2c(c(N)c1S(=O)(=O)O)C(=O)c1ccccc1C2=O)c1ccccc1,-7%,?,-13%,16%,4%,-11,-10%,-23%
CCN(CC)C(=O)/C(=C/c1ccc2c(c1)OCO2)NC(=O)c1ccc(Br)cc1,10%,-1,-4%,?,9%,-5,5%,19%

# Only part of the results is shown. The share of hits here may be higher or lower than overall.
